Compound activity from PubChem BioAssay.
TexasRed fluor: alters Texas Red total fluorescence, flagging assay interference; Potency, µM (top dose mostly 106 µM), without a hit: top-dose fluorescence change, negative = quenching; actives 0.29% (n = 280,000); AID 1479; TRb/SRC2 Texas Red total fluorescence interference; active = well fitted curve in either direction with a large enough effect; inconclusive = small, poorly fitted or top-dose-only effect; also: % is scaled to controls: 0 for no effect and ±100 for the full control effect
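Flags fluorescent or light-absorbing compounds by total fluorescence, S + 2P, at 555 nm excitation and 632 nm emission. Mixture: 20 nM Texas Red SRC2 peptide, 0.6 uM human TRb LBD, 1 uM T3, 5% DMSO; compound exposure 5 h at ambient temperature.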
Tau fluor cs: counter-screen for tau fibril formation inhibitors | actives 0.93% (n = 280,000) | AID 1463 | tau K18 P301L Alexa594 fluorescence, heparin fibrillization | Potency, µM (top dose mostly 57.7 µM), inactives show top-dose activity change, negative = decrease; also: % is scaled to controls: 0 for no effect and ±100 for the full control effect; nearly all actives have a fitted effect of over 55% in size
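Human K18 P301L tau (15 uM unlabeled plus 0.24 uM Alexa 594-labeled, final) in 100 mM sodium acetate pH 7 was mixed with compound and 20 uM heparin and incubated 6 hr at 37 C.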
Tau fibril FP: blocks human tau fibril formation measured by polarization | Potency, µM (doses to about 57.7 µM), inactives show top-dose activity, negative = inhibition, usual class: inhibitors | P10636 | actives 0.39% (n = 280,000) | K18 P301L tau heparin fibrillization, Alexa594 FP, 6 h; also: % is scaled to controls: 0 for no effect and ±100 for the full control effect; nearly all actives have a fitted effect of over 55% in size
Target sequence (P10636 561-689 P618L limits assumed): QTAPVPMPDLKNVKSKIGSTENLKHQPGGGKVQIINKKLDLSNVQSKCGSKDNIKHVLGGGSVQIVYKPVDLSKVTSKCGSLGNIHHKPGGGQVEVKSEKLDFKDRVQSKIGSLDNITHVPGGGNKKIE
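Recombinant K18 P301L […], labeled with Alexa 594 at 0.24 uM over 15 uM unlabeled; heparin inducer 20 uM final; 37 C, 6 hr; FP endpoint.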
L3MBTL1 inh: inhibitors of human L3MBTL1 | Q9Y468 | AID 485360 | Potency, µM (highest dose often 57.1 µM), inactives show at the highest dose activity, negative = inhibition, usual class: inhibitors | actives 0.66% (n = 230,000) | AlphaScreen L3MBTL1–H3K9me1 peptide binding; also: % is scaled to controls: 0 for no effect and ±100 for the full control effect; nearly all actives have a fitted effect of over 60% in size
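L3MBTL1 (50 nM) pre-complexed 30 min with biotinylated H3(1-15)K9me1 peptide (75 nM), then compounds added for 30 min at room temperature; AlphaScreen streptavidin donor/nickel chelate acceptor beads (10 ug/mL final) read after 30 min dark incubation.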
TRb-SRC2 inh: disrupts binding of human TR beta to SRC2; actives 0.065% (n = 280,000); AID 1469; TRbeta-SRC2 peptide binding, fluorescence polarization; receptor liganded with 1 µM T3; Potency, µM (doses to about 106 µM), for inactives: top-dose activity change, negative = inhibition, most hits filed as inhibitors; P10828;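 also: plate controls were bound peptide for no effect and peptide without receptor for full effect; nearly all actives have a fitted effect of over 50% in size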
Target sequence (P10828 whole entry, looked up): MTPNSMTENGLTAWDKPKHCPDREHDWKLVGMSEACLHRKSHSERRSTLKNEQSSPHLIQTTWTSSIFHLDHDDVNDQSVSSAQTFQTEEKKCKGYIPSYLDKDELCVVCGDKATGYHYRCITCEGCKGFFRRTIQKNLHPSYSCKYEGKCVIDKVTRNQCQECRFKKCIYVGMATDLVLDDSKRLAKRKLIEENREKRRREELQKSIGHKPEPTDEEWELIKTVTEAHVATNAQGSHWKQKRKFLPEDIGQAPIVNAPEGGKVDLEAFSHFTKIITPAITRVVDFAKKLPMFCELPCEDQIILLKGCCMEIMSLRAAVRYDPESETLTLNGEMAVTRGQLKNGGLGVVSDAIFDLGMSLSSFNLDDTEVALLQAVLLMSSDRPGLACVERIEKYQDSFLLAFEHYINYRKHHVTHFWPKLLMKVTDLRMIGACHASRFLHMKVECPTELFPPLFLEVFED
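Human TRb ligand-binding domain (0.6 uM) is mixed with 20 nM Texas Red SRC2 peptide and 1 uM T3; after compound addition and 5 hr at ambient temperature, polarization is measured and normalized to unbound and bound controls.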
HTT ATP protect: cytoprotection in Huntington HTT-Q103 PC12 cell model | actives 0.14% (n = 230,000) | PC12 HTT-Q103 induced, cytoprotection, ATP luminescence, 40 h | Potency, µM (doses to about 56.4 µM), without a hit: cytoprotection (ATP increase), most hits filed as activators;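 also: % of control where 0% means no effect; nearly all actives have a fitted effect of over 45% in size; toxic huntingtin expression switched on by the ecdysone agonist tebufenozide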
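ATP quantification (ATPlite) reports survival of PC12 cells in which tebufenozide, 100 nM final, switches on Htt exon 1 with 103 glutamines linked to GFP; compounds are titrated.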
Tau ThT inhib: inhibitors of human tau fibril formation, thioflavin T binding; recombinant tau K18 P301L (four-repeat tau fragment), heparin-induced fibrillization, ThT fluorescence; AID 1460; Potency, µM (highest dose often 57.4 µM), for inactives: top-dose activity, negative = inhibition, hits mostly inhibitors; P10636; actives 2.1% (n = 270,000); also: % is scaled to controls: 0 for no effect and ±100 for the full control effect; nearly all actives have a fitted effect of over 55% in size
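Heparin-induced (20 uM) aggregation of recombinant human K18 P301L tau, 15 uM unlabeled with 0.24 uM labeled, pH 7 acetate buffer, 6 hr at 37 C with compound. Fibrils quantified by 30 uM ThT fluorescence after 1 hr ambient incubation.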
RECQ1 helicase: blocks DNA unwinding by human RECQ1; RECQ1 DNA unwinding, red fluorescence kinetic read; AID 2549; actives 0.54% (n = 240,000); Potency, µM (series often up to 57.3 µM), without a hit: at the top dose activity, negative = inhibition, most hits filed as inhibitors; P46063;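 also: plate controls were vehicle for no effect and no enzyme for full effect; nearly all actives have a fitted effect of over 30% in size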
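50 nM RECQ1T1 preincubated 15 min with compound in Tris pH 8.0 buffer with MgCl2, DTT, Tween-20 and 2.5 ug/ml poly(dI-dC); started with 200 nM TAMRA/BHQ-2 forked duplex and 2 mM ATP. Unwinding read as fluorescence (525/598 nm), two reads 2 h apart.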
Starred values were filed as active, the others as inactive; i = inactive; ? = inconclusive; . = not tested or not shown; & = joins results of further samples; [ ] = remark or other dose. Unless noted, calls follow the shape of the dose curve; as a rule, active = well fitted curve in the direction sought with a large enough effect; inconclusive = small, poorly fitted or top-dose-only effect, or another doubt; inactive = no such curve, though single readings can be large; an effect the other way counts as inactive or inconclusive. Potency is read from the fitted curve at half-maximal effect. An excerpt; count on the stated rates, not on these rows.

#	Compound	TexasRed fluor	Tau fluor cs	Tau fibril FP	L3MBTL1 inh
1	CC(C)c1nc2ccccc2c2nnc(SCC(=O)NCc3ccco3)n12	2%	-2%	1%	.
2	COc1cc(OC)c(NC(=O)c2ccc(-n3cnc4cccnc43)cc2)cc1Cl	-2%	-4%	3%	.
3	CCCC[C@@H](C=O)NC(=O)[C@H](CC(C)C)NC(=O)[C@H](CC(C)C)NC(C)=O	-1%&2%	-9%&-2%	-9%&2%	.
4	COc1ccc(-n2ncc(C(=O)Nc3ccc(C)cc3Cl)c2C2CCN(C(=O)OC(C)(C)C)CC2)cc1	-3%	-10%	4%	.
5	CSc1ccc(CCNC(=O)Cn2ncn3c(cc4ccccc43)c2=O)cc1	1%	9%	-1%	.
6	Cc1ccc(S(=O)Cc2ccc(C(=O)NCc3ccc(OC(C)C)cc3)o2)cc1 (configuration not stated)	-1%	-7%	-1%	.
7	O=C(CCn1c(=O)c2ccccc2n(Cc2cccc([N+](=O)[O-])c2)c1=O)N1CCc2ccccc2C1	-4%	-19%	13%	-4%
8	CCOC(=O)N1CCN(S(=O)(=O)c2ccc(C(=O)Nc3nnc(C)o3)cc2)CC1	-3%	4%	-2%	-6%

#	TRb-SRC2 inh	HTT ATP protect	Tau ThT inhib	RECQ1 helicase
1	-15%	-22%	-13%	8%
2	-3%	.	-11%	.
3	-9%&-3%	.	-4%&-3%	-2%
4	2%	.	-14%	.
5	5%	.	6%	.
6	-3%	.	-1%	.
7	5%	12%[10 µM]	-15%	-4%
8	-5%	3.5µM*	2%	i

Next part:
#	Compound	TexasRed fluor	Tau fluor cs	Tau fibril FP	L3MBTL1 inh
9	O=S(=O)(NCCc1csc(-c2ccccc2)n1)c1cccnc1	0%	3%	4%	.
10	COc1cc(OC)c(NC(=O)c2noc3c2CSc2ccccc2-3)cc1Cl	-1%	-8%	10%	.
11	Cc1cccc(C(=O)Nc2ccc(N3CC=C(c4ccccc4C)CC3)c(C(=O)O)c2)c1	-3%	-13%	-8%	.
12	CCOC(=O)CON1C(=O)C(=O)N(OCC(=O)OCC)C2CCCCC21 (configuration not stated)	-4%	-3%	8%	-1%
13	Cc1ccc(C(=O)N/C(=C\c2cccc([N+](=O)[O-])c2)C(=O)NCc2ccncc2)cc1	-4%	-3%	0%	3%
14	CC(C)(C)OC(=O)N1CCC[C@H]1C(=O)O	-1%	.	.	4%
15	COCCNc1oc(-c2ccc(C)cc2)nc1C#N	-5%	-14%	1%	.
16	COc1cc2c(cc1OC)N1C(=O)CC(OCC(=O)O)C3C4CC5(CCN5C(=O)C4=O)C2C31 (configuration not stated)	2%[53 µM]	5%[2.34 µM]	-3%	-8%

#	TRb-SRC2 inh	HTT ATP protect	Tau ThT inhib	RECQ1 helicase
9	-4%	-1%[10 µM]	.	-2%
10	-1%	.	?	.
11	2%	.	?	.
12	-1%	10%[10 µM]	-7%	-1%
13	-3%	10%[10 µM]	-3%	-8%
14	7%	.	.	13%
15	-12%	3%	-12%	-7%
16	-4%[53 µM]	3%[10 µM]	2%	-12%

A few values from the results shown.
Under Tau ThT inhib, COc1cc2c(cc1OC)N1C(=O)CC(OCC(=O)O)C3C4CC5(CCN5C(=O)C4=O)C2C31 (configuration not stated) reads 2%
Under Tau fibril FP, Cc1cccc(C(=O)Nc2ccc(N3CC=C(c4ccccc4C)CC3)c(C(=O)O)c2)c1 reads -8%
Under Tau fluor cs, COc1cc(OC)c(NC(=O)c2noc3c2CSc2ccccc2-3)cc1Cl reads -8%

Later entries.
#	Compound	TexasRed fluor	Tau fluor cs	Tau fibril FP	L3MBTL1 inh
17	O=C(NCCCc1ccccc1)c1ccc(Br)o1	-4%	-1%	-1%	0%
18	C=CCOC(=O)c1[nH]c2c(c1C)C(=O)CC(c1cc(OC)c(OC)c(OC)c1)C2 (configuration not stated)	-1%	-7%	2%	4%
19	COc1cccc(C(=O)Nc2nc3c(s2)CCCC3)c1	4%	?	?	.
20	CCN(C(=O)COc1cc(=O)n(C)c2ccccc12)c1cccc(C(F)(F)F)c1	-2%	-15%	2%	.
21	COc1ccc(S(=O)(=O)n2nc(C)c(S(=O)(=O)N3CCCCCC3)c2C)cc1C	0%	-1%	-1%	.
22	O=C(O)c1cc(-c2ccc(/C=C3\NC(=O)N(c4ccccc4)C3=O)o2)ccc1Cl	-4%	-25%	-17%	20µM*
23	O=c1c2cc(Cl)ccc2[nH]c(=S)n1Cc1cccs1	-1%	-25%	-8%	16%
24	Cc1cc(C)c(C#N)c(Oc2ccccc2)n1	2%	-6%	-3%	2%

#	TRb-SRC2 inh	HTT ATP protect	Tau ThT inhib	RECQ1 helicase
17	8%	-2%[0.074 µM]	-4%	12%
18	2%	7%[10 µM]	-4%	-1%
19	-4%	.	?	.
20	-9%	.	-13%	.
21	6%	.	-1%	.
22	-2%	-3%[10 µM]	?	25µM*
23	2%	5%[10 µM]	14%	1%
24	3%	-16%	-5%	-3%

The listing continues:
#	Compound	TexasRed fluor	Tau fluor cs	Tau fibril FP	L3MBTL1 inh
25	COc1ccccc1C(O)(C(=O)NN(C)c1ccccc1)c1ccccc1OC	6%	-10%	0%	1%
26	COc1ccc(CSc2ncnc3sccc23)cc1F	-4%	-26%	?	.
27	COc1ccc(CNS(=O)(=O)c2ccc(F)c(C(=O)Nc3c(C)cc(C)cc3C)c2)cc1	-1%	-8%	-4%	.
28	Oc1c(C=C2N=c3ccccc3=N2)sc(=S)n1C1CCCC1	?	2%	1%	-9%
29	O=C(CN1C(=O)CCC1=O)NNc1ccc2ccccc2c1	-1%	2%	10%	-7%
30	CC(C)CNS(=O)(=O)c1ccc(OCC(=O)Nc2ccc3c(c2)OCO3)c(Cl)c1	-3%	-17%	-6%	4%
31	CCn1c(CNc2cccc(C(F)(F)F)c2)n[nH]c1=S	-2%	-8%	6%	7%
32	O=C(Nc1c(C(=O)N2CCOCC2)cnn1-c1ccccc1)c1ccccc1	-3%	-1%	-2%	6%

#	TRb-SRC2 inh	HTT ATP protect	Tau ThT inhib	RECQ1 helicase
25	5%	-14%[1.9 µM]	-5%	-1%
26	-8%	-15%	?	-4%
27	-3%	.	7%	.
28	-1%	-6%[1.9 µM]	4%	-3%
29	-2%	-69%[inhibitor]	-7%	2%
30	0%	-1%[10 µM]	-10%	-2%
31	-2%	-8%[10 µM]	-6%	-16%
32	-18%	-2%[10 µM]	4%	-7%

Additional compounds follow:
#	Compound	TexasRed fluor	Tau fluor cs	Tau fibril FP	L3MBTL1 inh
33	O=C(OCc1nc2ccccc2s1)c1cccc(S(=O)(=O)N2CCOCC2)c1	1%	-19%	4%	1%
34	Cc1cc(/C=N\NC(=O)COc2cccc3cccnc23)c(C)n1-c1ccccc1	-2%	?	-11%	-8%
35	Cc1ccc(NC(=O)CSc2nnc3ccc4ccccc4n23)cc1	4%	-15%	-4%	.
36	COc1ccc(NC(=O)CC2C(=O)N(c3ccc(C)cc3)C(=O)N2Cc2cccnc2)cc1 (configuration not stated)	-1%	-7%	-4%	.
37	Cc1cc(/C=C(\C#N)C(N)=O)c(C)n1-c1ccc(N2CCOCC2)c([N+](=O)[O-])c1	?	-13%	5%	-13%
38	O=C(CSc1ccc(Cl)cc1)NC1CCCc2ccccc21 (configuration not stated)	-5%	-4%	5%	1%
39	O=C(Nc1ccc(N2CCOCC2)cc1)c1ccc(-c2ccccc2[N+](=O)[O-])o1	-1%	?	10%	-10%
40	Cc1ccc(-c2ccc(=O)n(CCC(=O)NCCc3ccccc3)n2)cc1	-1%	-5%	6%	.

#	TRb-SRC2 inh	HTT ATP protect	Tau ThT inhib	RECQ1 helicase
33	-12%	-27%	-11%	-3%
34	2%	-5%[10 µM]	25µM*	-5%
35	7%	.	-5%	.
36	10%	.	2%	.
37	-2%	36%[10 µM]	?	-3%
38	-2%	-35%[10 µM]	-3%	-13%
39	0%	-106%[inhibitor]	2.2µM*	-8%
40	3%	.	-3%	.

More results:
#	Compound	TexasRed fluor	Tau fluor cs	Tau fibril FP	L3MBTL1 inh
41	O=C1C(Cl)=C(NCCN2CCCCC2)C(=O)c2ccccc21	-1%	?	-4%	.
42	COc1cccc(OC)c1OCCCOc1ccc(C)cc1Br	-2%	-11%	-2%	52%[activator]
43	NC(=S)c1cc2cc(Br)ccc2oc1=O	-3%	-2%	-3%	.
44	COc1cc2c(cc1OC)C(COc1ccccc1OC)N(C(=O)c1ccccc1OC)CC2 (configuration not stated)	-1%	-3%	2%	.
45	COc1ccc(NC(=O)Cn2c(C)cc(=O)c3cccc(OC)c32)cc1	1%	-1%	2%	4%
46	O=C(Nc1nc2ccc(S(=O)(=O)N3CCCC3)cc2s1)c1cccs1	0%	-29%	-15%	3%
47	O=C(NCc1cccc(Br)c1)C1CC(c2ccccc2C(F)(F)F)=NO1 (configuration not stated)	-4%	-7%	6%	.
48	COc1ccc(NC(=O)Cn2ccc3c(OC)cccc3c2=O)cc1	2%	-3%	1%	.
49	CCc1ccccc1NC(=O)c1cc2nc(-c3ccc(OC)c(OC)c3)cc(C(F)(F)F)n2n1	3%	-2%	-3%	.
50	CCC(=O)Nc1ccccc1C(=O)OCC(=O)c1ccc2ccccc2c1	-1%	-28%	-2%	.
51	Cc1cc(C)c(C#N)c(Oc2ccccc2Br)n1	1%	-6%	-8%	13%

#	TRb-SRC2 inh	HTT ATP protect	Tau ThT inhib	RECQ1 helicase
41	1%	-177%[inhibitor]	10µM*	i
42	-1%	21%[10 µM]	?	-12%
43	-1%	-52%[inhibitor]	2%	-13%
44	2%	.	-5%	.
45	5%	-11%	-13%	-5%
46	1%	-22%	11%	i
47	2%	9%[10 µM]	-5%	i
48	-6%	5%[10 µM]	.	-7%
49	2%	.	-6%	.
50	-8%	-6%	?	-10%
51	-8%	-34%	-2%	-4%
